# V1aR counter – agonists of human V1a receptor, primary screen, counter-screen for OXTR agonist project, fluorescence, CHO-V1R cells; activation, % at 3 µM; Fluo-8 calcium fluorescence, agonist mode; 0% DMSO, 100% 3 nM vasopressin; AID 2797, 2010; actives 0.25% (n = 320,000);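 active = activation above the mean activation of all tested compounds plus 3 SD, per screening run, cut at about 20% in these data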;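 also: signal is peak over basal fluorescence ratio across a 100 second FLIPR read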
# Target sequence (P37288 whole entry, looked up): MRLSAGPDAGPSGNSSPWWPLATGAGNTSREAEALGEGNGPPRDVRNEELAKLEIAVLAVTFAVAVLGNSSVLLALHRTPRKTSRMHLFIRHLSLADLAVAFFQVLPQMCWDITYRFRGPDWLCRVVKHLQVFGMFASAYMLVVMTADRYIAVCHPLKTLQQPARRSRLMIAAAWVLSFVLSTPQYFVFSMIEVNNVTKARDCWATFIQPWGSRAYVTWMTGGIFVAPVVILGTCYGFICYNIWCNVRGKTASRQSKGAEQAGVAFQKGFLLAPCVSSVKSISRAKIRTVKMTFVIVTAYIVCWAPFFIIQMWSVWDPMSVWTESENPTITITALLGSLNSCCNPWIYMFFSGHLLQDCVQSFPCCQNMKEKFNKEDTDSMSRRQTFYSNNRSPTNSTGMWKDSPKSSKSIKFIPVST
# CHO parental Ca – ATP-evoked calcium signal inhibitors, parental CHO, primary screen, counter-screen for OX1R antagonist project, cell-based, fluorescence, Fluo-8 calcium dye | parental CHO-K1, ATP-induced calcium, Fluo-8 fluorescence | inhibition, % at 5.6 µM | actives 0.63% (n = 330,000);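 active = inhibition above that plate's mean sample inhibition plus 3 SD, cut at about 26% in these data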;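 also: 0% = ATP-challenged DMSO wells and 100% = DMSO wells without ATP; some compounds past the cut are filed as inactive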
#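 Test system: parental CHO cells; detection: calcium-sensitive Fluo-8 fluorescence; evaluation: percent inhibition of calcium signal; also added: ATP as calcium-mobilizing challenge; repeats: one well per compound; control set: ATP-challenged DMSO wells low, unchallenged DMSO wells high; compound: single nominal dose of 5.6 µM per compound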
# TAAR1 agonist – human TAAR1 agonists, primary screen, Fluo-8 calcium fluorescence, CHO RD-HGA16 cells; actives 0.99% (n = 360,000); AID 624467, 2012; vehicle wells 0%, saturating PEA agonist 100%; activation, % at 3 µM;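 active = activation above the mean activation of all test compounds in the run plus 3 SD, cut at about 38% in these data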
#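 Benchmarks: low control DMSO, high control PEA (EC100); System: CHO RD-HGA16 cells carrying human TAAR1 plus Gα16; Detection: Fluo-8 fluorescence, 5 s baseline then 140 s kinetic read; Schedule: 17-24 h plating, Fluo-8 75 min 37 °C, 30 min RT; Read-out basis: % activation from peak over basal fluorescence ratio, DMSO-to-PEA scaled.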
# OXTR potentiate – human OXTR potentiators, primary screen, fluorescence, CHO-OTR cells, Fluo-8 calcium; Oxytocin receptor (Homo sapiens), P30559; activation, % at 3 µM; Fluo-8 calcium fluorescence, potentiator mode; 0% = oxytocin EC15, 100% = EC100; AID 2445, 2010; actives 0.061% (n = 320,000);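 active = activation above that plate's cutoff, the mean activation of tested compounds plus 3 SD, cut at about 6.6% in these data, passing the limit was not always enough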;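 also: 100% uses oxytocin at 75 nM as the full agonist control; some results filed as inactive read as strong as hits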
#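 System: human OTR in CHO cells; Also added: sub-maximal oxytocin, roughly EC15; Timing: compound 6 min at room temperature before oxytocin, 100 s read; Technique: Fluo-8 intracellular calcium fluorescence, ex 470-495, em 515-575 nm; Controls: oxytocin EC15 low and EC100 high; Replication: singlicate.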
# TAAR1 antag – human TAAR1 antagonists, primary screen, Fluo-8 calcium fluorescence, CHO RD-HGA16 cells | Trace amine-associated receptor 1 (Homo sapiens), Q96RJ0 | antagonist | inhibition, % at 3 µM | actives 1.5% (n = 360,000) | AID 624466, 2012;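 active = inhibition above a per-plate cutoff, the mean inhibition of test compounds on that plate plus 3 SD, cut at about 49% in these data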;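 also: 0% = DMSO plus EC80 beta-PEA response and 100% = DMSO alone without agonist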
#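 Test system – hTAAR1-expressing CHO RD-HGA16 cells, Gα16-coupled · Reagent – β-PEA at EC80 concentration, post-compound challenge · Compound dosing – 3 µM, single point · Timing – 140 s kinetic read after compound, 140 s after agonist · Detection – Fluo-8 intracellular calcium dye fluorescence, real-time kinetic reads · Control set – DMSO and EC80 PEA controls · Repeats – n of 1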
# CHO-K1 Ca PAM – nonselective calcium activators in parental CHO-K1 cells, primary screen, counter-screen for M1 PAM project, cell-based, Fluo-8 calcium fluorescence, full deck, 1536-well | ATP EC20; 0% at ATP EC20, 100% at ATP max | activation, % at 3 µM | actives 0.02% (n = 360,000) | AID 602247, 2012;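 active = activation above the run cutoff, the mean activation of all test compounds plus 3 SD, cut at about 40% in these data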;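 also: peak over basal fluorescence ratio in a 140 s read after ATP addition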
# CHO-K1 Ca antag – nonselective inhibitor or artifact in parental CHO-K1 cells; ATP-induced calcium, Fluo-8 fluorescence; inhibition, % at 3 µM; actives 0.6% (n = 360,000);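 active = inhibition above a per-plate cutoff, the plate's mean sample inhibition plus 3 SD, cut at about 24% in these data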;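 also: 0% = DMSO plus EC80 ATP and 100% = DMSO alone without ATP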
# CHO-K1 Ca ag – counter-screen for M1 agonists: effect in parental CHO-K1 cells; Fluo-8 calcium fluorescence; scaled to maximal ATP response, vehicle zero; activation, % at 3 µM; actives 0.48% (n = 360,000); AID 602248, 2012; in the data active = activation above about 15%;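 also: untransfected CHO-K1 host cells lacking M1 receptor as counterscreen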
# M1 ag – human M1 muscarinic receptor agonists, primary screen, Fluo-8 calcium fluorescence, CHO-K1 cells, HTS; Muscarinic acetylcholine receptor M1 (Homo sapiens), P11229; CHO-K1 hM1, agonist mode; 0% DMSO, 100% acetylcholine EC100; activation, % at 3 µM; actives 0.33% (n = 360,000); AID 588814, 2011;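 active = activation above the run's mean compound activation plus 3 SD, cut at about 16% in these data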;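 also: peak over basal fluorescence ratio within a 140 s kinetic read after compound addition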
# Target sequence (P11229 whole entry, looked up): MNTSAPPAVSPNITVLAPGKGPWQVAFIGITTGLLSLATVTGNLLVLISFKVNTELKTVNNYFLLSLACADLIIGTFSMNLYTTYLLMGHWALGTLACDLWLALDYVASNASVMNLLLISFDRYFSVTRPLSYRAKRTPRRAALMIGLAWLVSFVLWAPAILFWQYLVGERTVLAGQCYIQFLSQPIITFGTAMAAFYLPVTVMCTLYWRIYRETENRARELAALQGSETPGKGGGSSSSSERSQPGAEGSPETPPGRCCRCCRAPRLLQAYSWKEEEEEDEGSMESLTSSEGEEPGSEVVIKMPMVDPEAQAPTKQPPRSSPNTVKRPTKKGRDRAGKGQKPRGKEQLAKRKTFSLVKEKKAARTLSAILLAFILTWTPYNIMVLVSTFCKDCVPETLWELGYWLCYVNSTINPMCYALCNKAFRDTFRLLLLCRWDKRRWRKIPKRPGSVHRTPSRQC
# * = called active by the depositor; . = not tested or not shown.
SMILES,V1aR counter,CHO parental Ca,TAAR1 agonist,OXTR potentiate,TAAR1 antag,CHO-K1 Ca PAM,CHO-K1 Ca antag,CHO-K1 Ca ag,M1 ag
CN1C(=O)/C(=C/c2ccc(OCc3ccc(C(=O)O)cc3)c(Cl)c2)NC1=S,0.3,-4,26,-7,0,23,-11,2.8,-1
O=C(NCCCN1CCOCC1)c1cccc(S(=O)(=O)Nc2ccccc2Cl)c1,-0.8,-20,1,-11,-27,-10,1,0.6,-4
Cc1oc2c(CN3CCCCC3C)c(O)ccc2c(=O)c1-c1ccccc1 (centres undefined),0.3,-17,-1,0,10,16,-11,-0.2,-3
COc1ccc(CCNC(=O)c2ccc(NS(=O)(=O)c3ccc4[nH]c(=O)[nH]c4c3)cc2)cc1,-0.6,-6,5,-8,-1,-6,-1,0.2,-3
O=C(CSC1=NS(=O)(=O)c2cc(F)ccc2N1)Nc1ccc(F)cc1,-0.6,-12,1,0,-7,-13,2,0.0,0
O=C(CNC(=O)N1CC(=O)Nc2ccccc21)Nc1ccccc1F,0.3,10,2,-3,-4,-1,4,0.2,-2
Cc1ccc(CNC(=O)CSc2ccc(-c3ccco3)nn2)cc1,-0.5,-27,6,-3,9,18,-12,-0.1,-4
O=C(NC1CC1)c1ccccc1,.,.,2,.,-15,9,-4,0.2,-2
O=C(O)CCc1ccc(-c2ccccc2)n1-c1cccc(C(=O)O)c1,0.1,-6,0,-1,-5,7,-11,1.4,-4
CCOC(=O)c1c(C)nc2ccc(Cl)cc2c1-c1ccccc1,-1.3,-25,3,-5,-4,-8,10,0.0,-5
O=C(C[C@H]1C[C@H](C(=O)N2CCCCC2)[C@@]2(CCc3ccccc3)c3[nH]c4ccc(Cl)cc4c3CCN2C1=O)NCc1ccco1,.,-8,-1,.,-56,10,15,0.4,6
Cc1oc2c(O)c(O)ccc2c(=O)c1-c1cnn(-c2ccccc2)c1,1.1,-1,10,-4,-8,7,2,1.9,-1
CCCOc1ccc(-c2nc(C#N)c(NCC3CCCO3)o2)cc1 (centres undefined),0.5,-16,2,-12,0,13,-5,5.0,-5
c1ccc(-c2n[nH]c(-c3ccccn3)n2)cc1,-0.4,1,7,-8,-2,7,-4,-0.5,4
Cc1cc(C(O)c2ncc(-c3cccc(F)c3)[nH]2)ccc1F (centres undefined),.,.,1,.,11,5,-5,1.7,0
Cc1cc(NC(=O)Cn2cnc3c(nnn3-c3cccc(F)c3)c2=O)no1,-0.5,-16,9,-9,-25,19,-13,0.7,-6
CCOC(=O)c1c(CN2CCN(CC#N)CC2)n(C)c2cc(Br)c(OC)cc12,3.0,-7,0,-19,2,-9,5,2.1,-6
CC(OC(=O)c1ccc(-n2cnnn2)cc1)C(=O)Nc1ccccc1[N+](=O)[O-] (centres undefined),7.5,-3,5,-5,10,3,-18,8.7,-1
COc1cc(NC(=O)c2ccc(C(=O)c3ccccc3)cc2)cc(OC)c1OC,3.0,-8,4,-16,47,-9,3,0.4,-2
CC1Cc2ccccc2N1C(=O)COC(=O)Cn1nnc(-c2ccccc2)n1 (centres undefined),5.2,1,5,-9,19,9,-6,0.9,-3

# Some of the entries above in another layout.
# Screens in order: V1aR counter | CHO parental Ca | TAAR1 agonist | OXTR potentiate | TAAR1 antag | CHO-K1 Ca PAM | CHO-K1 Ca antag | CHO-K1 Ca ag | M1 ag
O=C(NC1CC1)c1ccccc1
  . | . | 2 | . | -15 | 9 | -4 | 0.2 | -2
O=C(O)CCc1ccc(-c2ccccc2)n1-c1cccc(C(=O)O)c1
  0.1 | -6 | 0 | -1 | -5 | 7 | -11 | 1.4 | -4
CCOC(=O)c1c(C)nc2ccc(Cl)cc2c1-c1ccccc1
  -1.3 | -25 | 3 | -5 | -4 | -8 | 10 | 0.0 | -5
O=C(C[C@H]1C[C@H](C(=O)N2CCCCC2)[C@@]2(CCc3ccccc3)c3[nH]c4ccc(Cl)cc4c3CCN2C1=O)NCc1ccco1
  . | -8 | -1 | . | -56 | 10 | 15 | 0.4 | 6
Cc1oc2c(O)c(O)ccc2c(=O)c1-c1cnn(-c2ccccc2)c1
  1.1 | -1 | 10 | -4 | -8 | 7 | 2 | 1.9 | -1
CCCOc1ccc(-c2nc(C#N)c(NCC3CCCO3)o2)cc1 (centres undefined)
  0.5 | -16 | 2 | -12 | 0 | 13 | -5 | 5.0 | -5
c1ccc(-c2n[nH]c(-c3ccccn3)n2)cc1
  -0.4 | 1 | 7 | -8 | -2 | 7 | -4 | -0.5 | 4
Cc1cc(C(O)c2ncc(-c3cccc(F)c3)[nH]2)ccc1F (centres undefined)
  . | . | 1 | . | 11 | 5 | -5 | 1.7 | 0
Cc1cc(NC(=O)Cn2cnc3c(nnn3-c3cccc(F)c3)c2=O)no1
  -0.5 | -16 | 9 | -9 | -25 | 19 | -13 | 0.7 | -6
CCOC(=O)c1c(CN2CCN(CC#N)CC2)n(C)c2cc(Br)c(OC)cc12
  3.0 | -7 | 0 | -19 | 2 | -9 | 5 | 2.1 | -6

# Later entries:
SMILES,V1aR counter,CHO parental Ca,TAAR1 agonist,OXTR potentiate,TAAR1 antag,CHO-K1 Ca PAM,CHO-K1 Ca antag,CHO-K1 Ca ag,M1 ag
CC(C)(C)c1ccc(NC(=O)NC2CCCc3ccccc32)cc1 (centres undefined),1.9,25,3,-7,2,9,3,1.1,-5
CC(=O)c1ccc(N2CCN(C(=O)C3CCCN(S(=O)(=O)c4c(C)[nH]c(=O)[nH]c4=O)C3)CC2)cc1 (centres undefined),-0.2,-4,5,-2,6,21,-5,0.9,-10
O=C1C(Cc2cccc([N+](=O)[O-])c2)SC(=Nc2ccccc2)N1c1ccccc1 (centres undefined),0.1,-4,2,-6,-1,26,-6,0.6,-8
CCN(Cc1cc(OC)c(OC)c(OC)c1)C(=S)Nc1cccc(SC)c1,3.9,-16,5,-7,17,15,-8,8.7,2
COc1ccccc1CNS(=O)(=O)c1cccc2nsnc12,-0.3,-8,10,-12,-13,-20,-4,0.4,-5
NC(=O)COC(=O)CC12CC3CC(CC(C3)C1)C2,0.5,-11,0,-13,11,6,-6,-0.3,-4
O=C(CNS(=O)(=O)c1ccc(Br)s1)NCc1ccc2c(c1)OCO2,0.6,-8,.,-7,.,16,-19,3.0,-5
CC1CCN(C(=O)COC(=O)/C=C/c2ccc([N+](=O)[O-])cc2)CC1,4.1,1,1,-7,8,17,-9,0.7,0
CC(C)(C)NNC(=S)Nc1cccc(F)c1,0.5,-8,-1,-4,-8,5,0,3.9,-5
CC1(C(=O)O)Sc2[nH]c(=O)sc2C2c3ccccc3OC(=O)C21 (centres undefined),0.8,-6,3,-9,4,-2,-10,-0.1,-2
Nc1ccc(Oc2ccccc2-c2ccccc2)cc1,4.2,16,6,-13,12,12,0,3.5,-3
CC(C)c1nc(SCC(=O)N2CCN(c3ccccc3)CC2)c2c(=O)n(C)c(=O)n(C)c2n1,.,.,2,.,-6,26,-11,0.4,-6
O=C(Nc1ccc2c(c1)CCCN2C(=O)c1cccs1)c1cccc(F)c1,5.5,-7,6,-5,69*,0,-4,8.1,0
O=C(NNc1ccccc1)C(=O)N1CCCCC1,0.6,-1,0,-1,3,18,-6,0.9,-1
O=C(Nc1ccc(F)cc1)c1cccc2ccccc12,-1.0,6,1,-4,5,1,-8,0.5,-6
COc1ccc(OC)c(N2C(=O)C(Cl)=C(N3CCCCC3)C2=O)c1,-1.1,-19,18,3,18,1,-18,-0.7,-13
C=CCCC(=O)Nc1ccc(Br)cn1,0.3,5,1,-4,-3,-9,6,-0.2,-4
Cc1cc(O)ccc1NC(=O)Cc1cccc2ccccc12,.,.,1,.,0,19,0,1.1,-4
C#CCOCCOCCOCCNc1nc(N2CCN(C(=O)[C@H]([C@@H](C)CC)n3cc([C@@H](N)CC(C)C)nn3)CC2)nc(N2CCN(C(=O)[C@H]([C@@H](C)CC)n3cc([C@@H](N)CC(C)C)nn3)CC2)n1,0.7,-5,2,-3,6,-13,7,-0.1,-9
N#CC1(NC(=O)CSc2n[nH]c(-c3ccccc3)n2)CCCCC1,-0.6,-5,1,-11,-10,-2,-4,0.9,0
CCCCNC(=S)Nc1ccc2nc(N3CCN(CC)CC3)cc(C)c2c1,1.1,-4,0,0,14,7,1,0.3,-8
CCc1cccc(CC)c1N(COC)C(=O)Cn1cnc2ccccc21,-0.7,-11,-1,-4,-10,5,-4,0.9,-3
COc1ccc(Cc2nnc(SCC(=O)NC3CCCC3)o2)cc1,0.9,-3,7,-4,0,9,0,0.5,-2
O=C1c2ccccc2C(=O)N1C/C=C/c1ccccc1,-0.5,-8,14,-6,22,13,-9,0.5,-5
COc1ccc(C(=O)Nc2nc3cc4c(cc3s2)OCO4)c(OC)c1,1.4,-17,1,-3,-30,27,-23,1.7,-4
CCN(C(=O)CSc1nc2ccccc2n1CC(C)C)c1c(N)n(Cc2ccccc2)c(=O)[nH]c1=O,.,.,0,.,-5,7,-7,-0.1,-5
CCCCN1CC[C@H]2C=CC[C@@H](C(=O)Nc3ccccc3)[C@H]2C1=O,-0.3,-10,5,-1,5,1,-8,0.4,-3
OCCC1CN(Cc2cccc3nccnc23)CCN1Cc1ccc(F)cc1 (centres undefined),0.3,-22,0,4,-8,7,-5,0.9,-7
CCC(c1nnnn1Cc1ccccc1)N1CCN(c2ccccc2)CC1 (centres undefined),-0.6,-7,4,-3,-11,-10,-4,3.3,-4
O=C(O)c1ccccc1-c1ccccc1C(=O)NCCCO,0.5,3,0,-1,25,24,-24,0.7,-2
CCc1cccc(NC(=O)COC(=O)c2cc([N+](=O)[O-])ccc2N2CCOCC2)c1,-0.4,-17,3,-2,29,9,-7,1.3,-5

# Screens as filed in PubChem BioAssay.

# Compounds as they come; overall some 3.3% were active at least once.
